Bioassay records as filed in PubChem BioAssay.
NR2E3 ag-1: activates human NR2E3 receptor | Q9Y5X4 | CHO-S Gal4-NCOR/VP16-NR2E3 two-hybrid, luciferase | inhibition of corepressor binding, % at 3.98 µM | 0.35% of 360,000 active | AID 602229;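 active = inhibition above the mean of all tested compounds plus 3 SD, cut at about 70% in these data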;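 note: 0% = DMSO with NR2E3 transfected cells and 100% = cells lacking NR2E3 construct; higher means lower luciferase signal from less NR2E3 corepressor binding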
Target sequence (Q9Y5X4 whole entry, looked up, the tested form may be a part): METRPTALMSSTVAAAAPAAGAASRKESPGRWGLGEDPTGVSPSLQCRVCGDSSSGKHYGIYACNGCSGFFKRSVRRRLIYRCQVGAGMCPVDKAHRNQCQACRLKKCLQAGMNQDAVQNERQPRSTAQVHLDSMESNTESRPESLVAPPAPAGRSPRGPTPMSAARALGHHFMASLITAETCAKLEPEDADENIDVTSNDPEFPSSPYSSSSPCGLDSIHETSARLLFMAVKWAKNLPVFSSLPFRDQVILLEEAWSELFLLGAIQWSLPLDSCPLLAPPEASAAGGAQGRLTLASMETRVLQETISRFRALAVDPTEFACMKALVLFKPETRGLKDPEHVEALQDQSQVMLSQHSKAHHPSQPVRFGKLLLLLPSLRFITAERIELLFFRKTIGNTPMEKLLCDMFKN
aDG glyco up: alpha-DG glycosylation activation; Pro5-aDG cells, alpha-DG glycosylation AlphaScreen (IIH6); 0% Pro5, 100% B10-LARGE cell signal; activation, % at 10 µM; 0.22% of 360,000 active; AID 624168;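 active = activation of at least 8% versus controls, or a plate z-score of at least 8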;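 note: Pro5 are CHO cells carrying HIG-tagged alpha-DG that lacks glycosylation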
NR2E3 ag-2: activates human photoreceptor nuclear receptor NR2E3. Q9Y5X4. GST-NR2E3/biotin-RetCOR TR-FRET, 1536-well. inhibition of corepressor binding, % at 4.78 µM. 0.12% of 320,000 active. AID 2300;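 active = percent inhibition above the cutoff of mean plus 3 SD of all tested compounds, set per screening campaign, cut at about 20% in these data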;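 note: 0% = DMSO wells and 100% = biotin wells as full block of FRET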
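Material: NR2E3–RetCOR corepressor complex / Amount: 1.35 nM GST-NR2E3 / Medium: Tris pH 7.5 / Compound: single nominal compound dose of 4.8 µM / Incubation: 5 h at 4 °C / Technique: TR-FRET, Eu(K)-anti-GST donor, streptavidin-D2 acceptor, ex 340, em 617/671 nm / Read-out basis: percent loss of FRET ratio relative to control wells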
PDI inh: PDI (human) enzyme inhibition; inhibition, % at 10 µM; 0.052% of 350,000 active; AID 588391; P07237; PDI insulin aggregation turbidity, A650, 90 min;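 active = mean inhibition across replicates of 30% or more, whatever share of single replicates reach that level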;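 note: absorbance from insulin aggregation driven by PDI reduction with DTT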
Target sequence (P07237 whole entry, looked up): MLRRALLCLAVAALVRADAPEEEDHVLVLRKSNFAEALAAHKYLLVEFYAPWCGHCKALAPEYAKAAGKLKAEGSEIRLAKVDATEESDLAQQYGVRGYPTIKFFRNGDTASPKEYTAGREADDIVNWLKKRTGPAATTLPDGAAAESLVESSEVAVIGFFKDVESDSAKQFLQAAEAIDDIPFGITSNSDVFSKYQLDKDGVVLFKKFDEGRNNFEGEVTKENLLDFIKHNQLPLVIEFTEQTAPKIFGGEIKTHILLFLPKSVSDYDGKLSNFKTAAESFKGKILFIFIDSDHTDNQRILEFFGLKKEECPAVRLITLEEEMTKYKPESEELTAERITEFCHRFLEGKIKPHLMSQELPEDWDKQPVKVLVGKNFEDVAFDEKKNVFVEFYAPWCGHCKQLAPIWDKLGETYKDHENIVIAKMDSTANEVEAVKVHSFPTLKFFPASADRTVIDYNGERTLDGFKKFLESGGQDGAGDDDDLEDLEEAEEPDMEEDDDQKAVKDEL
Vif imaging: HIV Vif inhibition | 0.35% of 340,000 active | HEK293T cells, Vif self-association by quenched fluorescence, imaging, 24 h | inhibition, % at 7.49 µM; in the data active = inhibition above about 50%, passing the limit was not always enough; note: some results filed as inactive read as strong as hits
MITF TRPM1 inh: inhibitors of MITF-driven TRPM1 promoter in melanoma cells | SK-MEL-5 TRPM1 promoter luciferase, 24 h | inhibition, % at 12.5 µM | 0.83% of 330,000 active | AID 488899;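 active = mean inhibition across replicates of 60% or more, whatever share of single replicates reaches that level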; note: values of inactives mirror those of a sister screen read the other way
hiPSC survival: increases survival of single human iPS cells; hiPSC single-cell survival, ATPlite luminescence; 100% = ROCK inhibitor wells, 0% = DMSO; 0.044% of 360,000 active; AID 602274; survival enhancement, % at 20 µM; in the data active = survival enhancement above about 18%;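 note: cells exposed to compounds for 16 hours before the ATP read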
HIF-2a inh: inhibitors of HIF-2a. 786-0 RCC cells HIF-2a reporter, luciferase luminescence, overnight. inhibition, % at 18.8 µM. 0.72% of 360,000 active;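 active = inhibition of the luminescence signal of 40% or more relative to plate controls, in a single-dose primary screen at 18.75 µM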
Exocytosis inh: lytic granule exocytosis inhibition; TALL-104 LAMP-1 surface exposure, flow cytometry; cells stimulated with thapsigargin and PMA; inhibition, % at 10 µM; 0.66% of 360,000 active; AID 651702;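 active = inhibition above about 55%, limit read from the data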
Peg3 prom inh: reduces Peg3 promoter-driven luciferase expression in HeLa; inhibition, % at 20 µM; AID 588405; HeLa PEG-Prom luciferase reporter, luminescence, overnight; 1.7% of 360,000 active;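 active = inhibition of at least 50% at 20 µM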
CaV13 FRET inh: Primary screen for inhibitors of IQ motif and Ca2+-dependent inactivation inhibitor domain binding in CACNA1D, Förster resonance energy transfer in living cells, …; HEK cells, CFP/YFP FRET ICDI-IQ, plate reader, 10 min; percent FRET-ratio fall versus neutral wells; inhibition, % at 12.3 µM; 0.098% of 340,000 active;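 active = mean replicate inhibition of at least 30% and at least 1% of replicates passing that level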;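 note: 0% = median of the neutral control wells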
* marks the source's active call; other numbers are inactive results; . = no result given; & = joins results of further samples.

SMILES | NR2E3 ag-1 | aDG glyco up | NR2E3 ag-2 | PDI inh | Vif imaging | MITF TRPM1 inh | hiPSC survival | HIF-2a inh | Exocytosis inh | Peg3 prom inh | CaV13 FRET inh
C[C@H](NC(=O)CCC1CCC(=O)N1)c1ccccc1 (some centres not stated) | -30 | -0.1 | 0 | -4 | -12 | -10 | -0.1 | 11 | -12 | 2 | -10
COc1ccc2sc3ccccc3c(=O)c2c1 | -70 | -0.1 | 3 | -7 | -4 | -66 | 5.3 | -266 | 0 | -376 | -7
O=C(COC(=O)CNC(=O)c1ccccc1)Nc1nc(-c2ccccc2)cs1 | -18 | -0.4 | 0 | 8 | 15 | -31 | 0.3 | -110 | 5 | -106 | -3
Cc1c(O)c2cccnc2[nH]c1=O | 12 | 0.3 | -2 | 6 | 1 | -6 | 2.5 | 11 | 4 | 1 | -3
CCCn1c(=O)c(C(=O)NC(C)c2ccccc2)c(O)c2ccccc21 (configuration not stated) | 1 | -0.1 | 4 | 7 | -2 | -16 | 0.2 | 16 | -3 | 2 | -20
O=C(c1ccccc1)c1ccccc1C(=O)N1CCCC1 | -10 | -0.3 | 7 | 6 | 7 | 2 | 3.6 | 31 | -1 | 15 | -8
Cc1cc(C)cc(N(CCC#N)C(=O)COC(=O)CNC(=O)c2sc3ccccc3c2Cl)c1 | -27 | -0.1 | -2 | 2 | 0 | 1 | -0.5 | 12 | 3 | 14 | -4
C/C(CC(=O)Nc1cc(Cl)ccc1C)=N\NC(=O)C(=O)N1CCCC1 | -11 | -0.3 | -4 | 3 | 2 | -1 | -0.2 | 7 | 11 | -6 | -2
O=C(Cn1ccccc1=O)c1ccc(Cl)cc1 | 13 | -0.4 | -5 | -1 | -10 | 4 | 0.2 | -7 | 0 | -9 | 6
COC(=O)c1cccc(NC(=O)Nc2ccc(Cl)cc2)c1 | -86 | 0.4 | 1 | 1 | . | -10 | -0.5 | -132 | -13 | -147 | -6
COCCN(C(=S)Nc1ccc(OC)cc1)C1CCN(C(C)=O)CC1 | -9 | 0.0 | 2 | -2 | 2 | 6 | -0.9 | 8 | 1 | 3 | -3
O=C(OCC1OC2OC3(CCCCC3)OC2C2OC3(CCCCC3)OC12)c1ccccc1 (configuration not stated) | -14 | 0.5 | 0 | -1 | 6&7 | 10 | -2.1 | 6 | 0 | 15 | -3
CS(=O)(=O)NCCCCCCNS(C)(=O)=O | -4 | 0.2 | 4 | 1 | -1 | 0 | -0.5 | 18 | 15 | -2 | -4
ClC1(Cl)CC1CSc1nnc(-c2ccncc2)o1 (configuration not stated) | -49 | 0.1 | 3 | 0 | -2 | -63 | -0.4 | -115 | 1 | -80 | -3
COC(=O)c1ccc(C(=O)OC)c(NS(=O)(=O)c2ccc(NC(C)=O)cc2)c1 | 12 | 0.1 | 2 | -4 | 15 | -3 | -0.1 | -1 | -1 | 5 | .
Cc1ccc(NC(=S)N2CCN(c3ncccn3)CC2)c(C)c1 | -31 | 0.0 | -1 | -4 | 4 | -4 | -1.4 | 32 | -3 | 5 | -3
Cc1cc(Nc2cccc(Cl)c2Cl)n2ncnc2n1 | 8 | 0.0 | . | 0 | 0 | 9 | -0.1 | 12 | 1 | 20 | -2
Cc1[nH][nH]c(=O)c1C(c1cc([N+](=O)[O-])ccc1O)c1c(C)[nH][nH]c1=O | 4 | -0.2 | 1 | -10 | 5 | 4 | -1.1 | -3 | -3 | 1 | -4
Cn1nc(C(=O)NCCc2ccc(S(N)(=O)=O)cc2)c2ccccc2c1=O | 0 | 0.1 | 2 | 1 | -2 | 1 | -0.4 | 9 | -3 | 2 | -4
O=C(COC(=O)c1cncc(Br)c1)NC1CCCCC1 | -4 | -0.3 | 1 | 9 | -1 | 12 | -1.7 | 14 | 8 | 13 | -6
COc1ccc2nc(N3C(=O)C(O)=C(C(=O)c4ccco4)C3c3ccccc3OC)sc2c1 (configuration not stated) | -15 | 0.1 | 4 | -1 | 82* | 4 | -0.5 | 10 | 12 | -17 | -6
CC(C)c1c(C(=O)N/N=C/c2ccoc2)nnn1-c1nonc1N | 13 | -0.3 | 1 | 0 | 13 | -8 | -0.6 | -9 | -11 | -6 | -2
COc1ccccc1C(=O)NCC(c1ccco1)N1CCc2ccccc21 (configuration not stated) | -19 | 0.4 | 1 | -14 | -16 | 17 | 0.0 | 12 | -23 | 20 | -7
c1ccc(-n2nnnc2NC2CCCCCC2)cc1 | -23 | 0.0 | 3 | -10 | -3 | 14 | -3.2 | -10 | -5 | 5 | -9
Cc1nn(C)c(C(=O)Nc2ccc(Cn3cccn3)cc2)c1[N+](=O)[O-] | -20 | 0.1 | -3 | -6 | . | -1 | -0.3 | -8 | 0 | 12 | -3

Record cards, from the list above.
Record of `COc1ccccc1C(=O)NCC(c1ccco1)N1CCc2ccccc21` (configuration not stated) = NR2E3 ag-1 = -19; aDG glyco up = 0.4; NR2E3 ag-2 = 1; PDI inh = -14; Vif imaging = -16; MITF TRPM1 inh = 17; hiPSC survival = 0.0; HIF-2a inh = 12; Exocytosis inh = -23; Peg3 prom inh = 20; CaV13 FRET inh = -7
Record of `CS(=O)(=O)NCCCCCCNS(C)(=O)=O` = NR2E3 ag-1 = -4; aDG glyco up = 0.2; NR2E3 ag-2 = 4; PDI inh = 1; Vif imaging = -1; MITF TRPM1 inh = 0; hiPSC survival = -0.5; HIF-2a inh = 18; Exocytosis inh = 15; Peg3 prom inh = -2; CaV13 FRET inh = -4

(listing goes on)
SMILES | NR2E3 ag-1 | aDG glyco up | NR2E3 ag-2 | PDI inh | Vif imaging | MITF TRPM1 inh | hiPSC survival | HIF-2a inh | Exocytosis inh | Peg3 prom inh | CaV13 FRET inh
O=C1/C(=C/c2ccncc2)SC(=S)N1Cc1ccccc1 | -12 | 0.0 | 0 | 10 | -1 | 21 | -0.3 | 20 | 17 | 26 | -21
OC(c1ccc(F)c(F)c1)c1nc(-c2cccs2)cs1 (configuration not stated) | 1 | 0.1 | . | 0 | 3 | . | 1.5 | -40 | -5 | -11 | -5
CS(=O)(=O)c1nc2ccccc2n1Cc1ccccc1 | 1 | 0.0 | -3 | 1 | -4 | 0 | 0.9 | 27 | 3 | 9 | -4
O=S(=O)(Cc1ccccc1)Cc1cnc(Cl)s1 | -8 | 0.0 | 2 | -8 | -3 | -9 | 0.8 | 17 | -2 | -3 | -2
Cc1ccc(S(=O)(=O)NNC(=O)c2ccncc2)cc1 | 14 | -0.1 | -3 | 9 | 6 | -1 | 1.0 | 12 | 2 | -4 | -3
CCN(CC)S(=O)(=O)c1ccc(C(=O)NNC(=O)c2csc(N3CCOCC3)n2)cc1 | 1 | -0.3 | -1 | 0 | 9 | -5 | 0.6 | 12 | 5 | 11 | -6
COC(=O)c1ccccc1NC(=O)Nc1cc(C)ccn1 | -4 | 0.4 | 0 | 8 | -3 | -7 | -1.2 | -6 | 2 | -26 | -2
CCN1CCN(C(=S)Nc2ccc(Cl)c(Cl)c2)CC1 | -20 | 0.3 | -2 | 10 | -18 | -5 | 3.4 | 1 | 2 | -3 | -3
COc1ccc(NC(=O)COC(=O)c2ccc(OCc3ccc(Cl)cc3Cl)c(OC)c2)c(OC)c1 | -9 | -0.2 | 0 | -9 | 3 | 2 | 2.7 | 2 | 5 | 3 | -3
O=C(c1ccco1)N1CCN(S(=O)(=O)c2ccc(Cl)cc2)CC1 | 11 | -0.1 | 3 | -2 | 0 | 10 | 0.1 | 15 | -1 | 8 | -22
COc1cc(/C=C/C(=O)OC(C)C(=O)Nc2ccc(Cl)cn2)ccc1OC(F)F (configuration not stated) | -14 | -0.1 | . | 3 | 21 | -4 | -2.9 | 8 | 5 | 16 | -9
O=C(NC(C(=O)c1ccccc1)c1ccccc1)c1ccccc1 (configuration not stated) | -6 | 0.0 | . | 8 | -3 | -37 | -0.6 | -79 | 4 | -24 | -6
Cc1ccc(C(=O)OCC(=O)NC2CCCC2)cc1 | -23 | -0.1 | 0 | -5 | 18 | -8 | -0.4 | -9 | 7 | -33 | -2
CN1CCCc2cc(C#N)c(=O)[nH]c21 | -9 | 0.0 | -2 | 4 | 4 | 2 | 1.4 | -8 | 8 | 2 | -3
COc1ccc(N(CC(=O)NCc2ccc(C)cc2)S(=O)(=O)c2c(C)nn(C)c2C)cc1 | -11 | 0.3 | 2 | -2 | 3 | 7 | -1.4 | 16 | 0 | -6 | -5
CCN(CC)C(=O)/C(=C\c1ccncc1)NC(=O)c1ccccc1 | -55 | -0.3 | 1 | 12 | -1 | 7 | 3.0 | 3 | 6 | 14 | 6
O=C1CC(c2ccccc2)Cc2nc(N3CCc4ccccc43)ncc21 (configuration not stated) | -14 | 0.0 | 6 | -1 | . | -4 | 2.8 | -9 | -2 | 7 | -15
CCN(CC(=O)NCc1cccs1)S(=O)(=O)c1ccc(NC(C)=O)cc1 | -38 | 0.0 | 2 | 1 | -2 | -3 | -0.9 | 10 | -6 | 8 | 5
O=C(Nc1ccccc1)c1nc[nH]c1C(=O)NCCCNC(=O)c1[nH]cnc1C(=O)Nc1ccccc1 | -35 | -0.5 | . | 0 | 2 | 4 | 6.6 | 1 | -1 | 63* | -5
CCN(CCNc1ccc(Cl)cc1[N+](=O)[O-])C(=O)c1cc([N+](=O)[O-])c(N(C)C)cc1OC | -3 | 0.2 | -3 | 0 | 15 | 2 | -3.4 | -2 | 1 | 28 | -5
O=C(OCCCCN1C(=O)c2ccccc2C1=O)c1ccc(Br)o1 | -17 | 0.4 | 2 | -3 | -11 | 0 | -1.0 | 9 | -1 | -8 | -5
COC(=O)c1ccccc1NC(=S)N(Cc1ccc2c(c1)OCO2)Cc1cc2ccc(C)cc2[nH]c1=O | -7 | 0.0 | -1 | -2 | -5 | -6 | 2.5 | 16 | -1 | 24 | -4
Cc1ccccc1S(=O)(=O)/N=C(/c1ccccc1)N1CCOCC1 | -9 | -0.3 | 6 | -5 | 18 | 4 | 0.6 | 15 | -3 | 8 | -6
Nc1cccc(C#Cc2ccc3c(=O)c4ccccc4oc3c2)c1 | -136 | 0.0 | 0 | -2 | 0 | -136 | 0.5 | -266 | 3 | -304 | -5
COc1ccccc1C1CC(c2c(-c3ccccc3)c3cc(Cl)ccc3[nH]c2=O)=NN1S(C)(=O)=O (configuration not stated) | 1 | -0.1 | -2 | -3 | 7 | 16 | 1.7 | -5 | 12 | 28 | -6
CCOC(=O)c1ccc(N(C(=O)c2ccco2)C(C(=O)NC2CCCCC2)c2ccncc2)cc1 (configuration not stated) | -24 | 0.3 | 3 | -6 | 0 | 16 | 0.0 | -23 | -2 | -2 | -3
COC(=O)c1cc2occc2n1CC(=O)Nc1ccc(OC)c(OC)c1 | -20 | 0.0 | 4 | 2 | 14 | -2 | 2.8 | 3 | 10 | -1 | .
COc1ccc(/C=C/C(=O)NC2CCCCC2C)cc1 (configuration not stated) | -16 | 0.0 | 3 | -2 | 0 | -11 | 1.3 | -61 | -18 | -36 | -20
O=C(Nc1ccc(Cl)cc1)C1CC2CCCC(C1)C2=O (configuration not stated) | -7 | -0.1 | -2 | 6 | 0 | -1 | -1.1 | 1 | -2 | -4 | -10
O=C(NCCC1=CCCCC1)C(=O)NCC1OCCCN1S(=O)(=O)c1cc(F)ccc1F (configuration not stated) | -5 | -0.1 | 3 | 2 | 25 | 2 | -0.9 | 14 | -2 | 9 | 3

Random draw from the library; any-hit rate near 3.5%.
